MrgX1 agonist = agonists of human MrgX1 receptor; AID 588627; Q96LB2; hit rate 0.44% among 310,000; MrgX1-HEK293 cells, Fluo-4 calcium fluorescence, agonist mode; hits give high values; B-score at 10 µM;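 active = calcium response B-score plate-corrected fluorescence ratio at least 3 library SD, with starting fluorescence B-score inside 5 SD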
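Assay system: MrgX1-expressing HEK293 cells / Amount: fifteen thousand cells per well / Doses: test compound in the initial addition of three / Timing: cells plated overnight, dye loaded 0.5 h 37 °C, 0.5 h room temperature / Technique: kinetic calcium dye fluorescence, Fluo-4 NW / Control set: positive and negative controls per plate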
TRPC4 inh = blocks the mouse TRPC4 cation channel. HEK293 TRPC4beta/mu-opioid, DAMGO-evoked Fluo4 calcium flux; hits give low values. Q9QUQ5. hit rate 0.39% among 300,000. B-score at 10 µM;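 active = B-score over 3 SD under the library average, no early fluorescence shift, positive overall ratio signal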
Target sequence (Q9QUQ5 whole entry, looked up): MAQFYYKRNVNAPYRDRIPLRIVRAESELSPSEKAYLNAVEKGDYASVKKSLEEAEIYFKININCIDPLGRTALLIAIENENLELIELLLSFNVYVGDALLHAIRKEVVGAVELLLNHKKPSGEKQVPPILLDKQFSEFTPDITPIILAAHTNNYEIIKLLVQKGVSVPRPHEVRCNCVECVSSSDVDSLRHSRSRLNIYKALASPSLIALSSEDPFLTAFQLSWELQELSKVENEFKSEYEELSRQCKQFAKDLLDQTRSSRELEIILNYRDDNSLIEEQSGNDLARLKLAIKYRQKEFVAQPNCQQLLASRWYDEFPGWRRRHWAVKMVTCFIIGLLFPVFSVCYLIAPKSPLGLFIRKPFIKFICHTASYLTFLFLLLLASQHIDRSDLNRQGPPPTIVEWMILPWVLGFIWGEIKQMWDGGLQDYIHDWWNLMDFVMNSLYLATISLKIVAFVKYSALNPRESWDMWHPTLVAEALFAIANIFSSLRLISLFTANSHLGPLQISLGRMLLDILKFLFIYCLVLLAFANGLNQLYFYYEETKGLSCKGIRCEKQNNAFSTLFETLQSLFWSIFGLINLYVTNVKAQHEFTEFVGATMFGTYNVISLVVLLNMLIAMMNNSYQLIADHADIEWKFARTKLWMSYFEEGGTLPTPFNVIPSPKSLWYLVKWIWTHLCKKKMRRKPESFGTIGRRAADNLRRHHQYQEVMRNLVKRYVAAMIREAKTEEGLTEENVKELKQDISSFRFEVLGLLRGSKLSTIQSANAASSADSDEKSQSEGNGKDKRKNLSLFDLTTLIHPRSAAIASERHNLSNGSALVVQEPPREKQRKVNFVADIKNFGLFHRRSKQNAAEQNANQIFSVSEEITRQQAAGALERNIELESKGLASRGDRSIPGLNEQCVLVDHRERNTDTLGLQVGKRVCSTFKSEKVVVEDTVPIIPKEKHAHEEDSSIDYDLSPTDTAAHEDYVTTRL
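Assay system: HEK293 cells with stable TRPC4beta plus mu-opioid receptor expression. Dosing: single dose. Measured by: Fluo4 Ca2+ flux fluorescence. Also added: DAMGO in two steps, submaximal then maximal. Read-out: B score from integrated Fluo4 fluorescence ratio.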
MrgX1 antag = blocks BAM8-22 activation of human MrgX1 receptor | B-score at 10 µM | hit rate 1.3% among 310,000 | Q96LB2 | AID 588676 | MRGX1-HEK293 calcium flux, Fluo-4, BAM8-22 antagonism; hits give low values;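 active = calcium-response B-score plate-corrected more than 3 library SD below zero, starting fluorescence within 5 deviations, no agonist response on first addition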;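 also: peak minus trough fluorescence over baseline after final BAM8-22 challenge near maximal dose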
TRPC6 act = activators of mouse TRPC6 channel; AID 2550; HEK293-TRPC6 membrane potential dye fluorescence; hits give high values; Q61143; B-score at 10 µM; hit rate 0.13% among 310,000;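 active = B-score of the integrated fluorescence ratio above library mean plus 3 SD, and starting fluorescence ratio within library mean plus 5 SD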;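 also: higher score means more depolarization so channel activation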
RGS4 block = human RGS4 inhibition; B-score at 10 µM; hit rate 0.45% among 310,000; P49798; HEK293 M3R/RGS4 inducible, Fluo-4 calcium flux; hits give high values; triggered by carbachol at its EC20;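 active = B-score, a plate-corrected calcium signal, over three deviations above library mean, with baseline fluorescence within five deviations of library mean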;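 also: RGS4 expression induced by doxycycline in cells with stable M3 receptor; B-score is computed from the integrated fluorescence ratio over baseline after carbachol; higher B-score means a larger calcium signal and so more RGS4 inhibition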
RGS4 pot = RGS4 potentiation or activation; AID 463111; B-score at 10 µM; HEK293 M3R/inducible RGS4, carbachol calcium flux Fluo4; hits give low values; hit rate 0.92% among 310,000;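 active = B-score of the integrated calcium signal more than 4 SD below the library mean, with starting fluorescence not abnormally high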;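 also: negative B-score means reduced calcium response which marks RGS4 activation or potentiation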
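Material: M3R-expressing HEK293 line, RGS4 induced by doxycycline | Schedule: Overnight RGS4 induction, 30 min dye load 37 °C, 20 min compound RT | Measured by: Fluo4 fluorescence kinetic imaging of calcium | Read-out: Integrated calcium ratio converted to B score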
MrgX1 PAM = human MrgX1 positive allosteric modulation, primary screen. hit rate 0.63% among 310,000. B-score at 10 µM. Q96LB2. AID 588675. MrgX1-HEK293, Fluo-4 calcium flux, FDSS; hits give high values;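 active = plate-corrected calcium response at least 3 library SD above typical, normal starting fluorescence, not activating the receptor alone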;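 also: compound read alongside a low EC10 to EC30 dose of BAM8-22 agonist; peak minus trough fluorescence over baseline measured at the second addition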
HIF act = HIF pathway transcriptional activation; U2OS HRE-luciferase reporter, luminescence; normalized: DMSO 0%, desferrioxamine 100%; activation, % at 7.5 µM (by protocol); hit rate 0.32% among 300,000;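 active = mean activation of at least 10% of the iron chelator positive control signal, with at least half of replicates also reaching 10%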
SKKanGAS inh = blocks kanamycin growth of S. pyogenes SKKanGAS strain; BacTiter-Glo, 6 h; inhibition, % at 7.5 µM; hit rate 1.3% among 300,000; AID 1662;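 active = mean replicate score, as percent of positive control median, at least 50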;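 also: strain carries kanamycin resistance gene driven by streptokinase promoter and grows in 40 µg/ml kanamycin; loss of luminescence reflects streptokinase promoter inhibition or plain growth inhibition; 0% = median of DMSO wells and 100% = positive control at its reference dose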
Platelet DG rel = modulates dense granule release in human platelets. AID 1663. human platelet-rich plasma, SFLLRN dense granule ATP release, luminescence. hit rate 0.22% among 300,000. inhibition, %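 (compounds screened at 7.5 µM in platelet-rich plasma)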;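 active = mean replicate score, as percent of positive control, at or above 50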
TRPC6 inhibitor = inhibitors of mouse TRPC6 channel; B-score at 10 µM; HEK293-TRPC6, membrane potential dye, ACh-evoked depolarization; hits give low values; Q61143; hit rate 1.1% among 310,000; AID 2553;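 active = B-score under library mean minus 3 SD, initial fluorescence not abnormally high, positive integrated signal ratio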;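 also: B-score derived from integrated fluorescence ratio over the kinetic read; more negative B-score means stronger inhibition of depolarization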
* marks the source's active call; other numbers are inactive results; i = inactive; . = no result given.

structure,MrgX1 agonist,TRPC4 inh,MrgX1 antag,TRPC6 act,RGS4 block,RGS4 pot,MrgX1 PAM,HIF act,SKKanGAS inh,Platelet DG rel,TRPC6 inhibitor
COc1cccc(Nc2nc(C)nc3c2oc2ccccc23)c1,i,i,i,i,i,i,i,1.0,1.1,0.6,i
COc1ccccc1Cn1[nH]nnc1=S,i,i,i,i,i,i,i,-0.3,2.6,-14.7,i
CNc1nc(-c2ccc(Cl)cc2)cs1,i,i,i,i,i,i,i,2.9,-8.6,-7.6,i
O=C1COc2ccc(C(=O)CSc3nc4ccccc4c(=O)n3-c3ccc(Cl)c(Cl)c3)cc2N1,i,i,i,i,i,i,i,-5.8,1.1,2.5,i
Cn1nccc1CNC(=O)c1ccnn1C,i,i,i,i,i,i,i,-0.5,-17.1,-44.4,i
COc1ccc2c(c1)c(=O)oc1cc(OCC(=O)N3CCC(C)CC3)ccc12,i,i,i,i,i,i,i,-0.3,0.6,15.1,i
COc1ccc(CN(C(=O)c2ccc(C)cc2)c2cccc(N)c2)cc1,i,i,i,i,i,i,i,1.2,4.7,-4.3,i
Cc1cc(C(=O)NCc2ccc3c(c2)OCO3)n(-c2ccccc2)n1,i,i,i,i,i,i,i,-0.3,-5.3,33.7,i
COCCNC(=O)CN1C(=O)CSc2cc(S(=O)(=O)N3CCCCCC3)ccc21,i,i,i,i,i,i,i,-0.3,-3.9,20.8,i
COc1ccc(CNC(=O)C23CN(Cc4ccccc4)CC2C(c2ccc([N+](=O)[O-])cc2)=NO3)cc1 (centres undefined),i,i,i,i,i,i,i,-1.0,9.0,0.5,i
NC(=O)c1ccc(NC(=O)Cc2csc(-c3ccccc3)n2)cc1,i,i,i,i,i,i,i,-0.6,8.9,-0.4,i
O=C(Nc1ccc(N=Nc2ccccc2)cc1)c1cccc(Cl)c1,i,i,i,i,i,i,i,0.2,0.0,0.6,i
Cc1ncc([N+](=O)[O-])n1CC(=O)NC1CCCCCC1,i,i,i,i,i,i,i,-0.2,-19.5,12.1,i
COc1ccc(/C=N/NC(=O)COc2cccc3cccnc23)cc1OC,i,i,i,i,i,i,i,0.6,-2.0,5.8,i
N=c1n(CCN2CCCCC2)c2ccccc2n1CC(O)c1cccc(Br)c1 (centres undefined),i,i,i,i,i,i,i,0.2,-1.9,-3.9,i
COc1cccc(C(=O)OCC(=O)Nc2cc(C)c(C)cc2[N+](=O)[O-])c1,i,i,i,i,i,i,i,0.0,0.3,-2.8,i
CCN(CC(=O)Nc1ccc2c(c1)OCCO2)C(=O)/C=C/c1cccc(Br)c1,i,i,i,i,i,i,i,0.6,-11.2,-19.1,i
O=C(CN1CCN(S(=O)(=O)c2ccc(Br)cc2)CC1)Nc1ccc(F)cc1,i,i,i,i,i,i,i,-0.4,3.3,4.2,i
OCCNc1nc(Cl)nc(NCc2ccco2)n1,i,i,i,i,i,i,i,-0.1,-14.3,-3.8,i
COc1ccc(/C=C/c2ccc(=O)n(Cc3ccccc3)n2)cc1,i,i,i,i,i,i,i,-1.3,4.6,19.6,i
CCOC(=O)c1sc2ccccc2c1OC(=O)c1ccc(C)cc1,i,i,i,i,i,i,i,3.8,-15.0,1.3,i
CC(C)COC(=O)n1ccc(C(=O)N2CCCCC2)n1,i,i,i,i,i,i,i,-0.6,5.0,7.6,i
Cc1nn(C)c(C)c1S(=O)(=O)N(CC(=O)NCc1ccco1)c1ccc(C(C)C)cc1,i,i,i,i,i,i,i,-0.2,-0.4,7.4,i
CCn1c(Cn2nnc(-c3ccccc3)n2)nnc1SCC(=O)Nc1ccc(N(C)C)cc1,i,i,i,i,i,i,i,0.1,5.4,7.4,i
COc1ccc(-c2cc(=O)oc3cc(OC(C)C(=O)O)ccc23)cc1 (centres undefined),i,i,i,i,i,i,i,0.0,-1.8,0.1,i
O=C(CCc1ccccc1)NC(=S)Nc1cccc(C(=O)O)c1,i,i,i,i,i,i,i,0.2,21.0,-7.9,i
CCCOc1ccc(N2C(=O)CC(N(Cc3ccccc3)N=O)C2=O)cc1 (centres undefined),i,i,i,i,i,i,i,0.1,-0.3,6.8,i
c1ccc2c(c1)Nc1cc3ccccc3cc1S2,i,i,i,i,i,i,i,0.4,-3.0,11.7,i
CCN(CC)C(=O)Cn1cc(C(=O)C2CC2)c2ccccc21,i,i,i,i,i,i,i,-0.6,4.5,3.5,i
CCc1nc(C)ccc1OC(=O)C12CC3CC(CC(C3)C1)C2,i,i,i,i,i,i,i,-0.6,0.7,1.0,i
COc1ccc(S(=O)(=O)Nc2cc3c4c(c2)CCC(=O)N4CCC3)cc1,i,i,i,i,i,i,i,-0.1,27.8,6.0,i
CC(C)c1ccccc1NC(=O)CNCCOc1ccccc1F,i,i,i,i,i,-7.15*,i,-0.2,6.6,3.0,i
CC(C)c1ccc(NS(=O)(=O)c2ccc3c(c2)NC(=O)CO3)cc1,i,i,i,i,i,i,i,0.0,-14.8,0.0,i
CC(C)OP(=O)(OC(C)C)C(O)c1cccc([N+](=O)[O-])c1 (centres undefined),i,i,i,i,i,i,i,0.1,-3.8,3.9,i
CC(=O)Nc1nc2ccc(C(=O)NC3CCCCC3)cc2s1,i,i,i,i,i,i,i,.,.,.,i
COc1ccc(-c2csc(NC(C)c3nc4cc(Cl)c(Cl)cc4n3CCOCCO)n2)cc1 (centres undefined),i,i,i,i,i,i,i,0.3,38.2,-4.5,i
Cc1ccc(CSc2nc3ccccc3c(=O)n2Cc2ccco2)cc1,i,i,i,i,i,i,i,0.7,45.2,.,i
CCOC(=O)c1sc(=S)n(C)c1NC(=O)c1ccccc1,i,i,i,i,i,i,i,-0.5,-2.9,8.0,i
NNC(=S)NCc1ccccc1,i,i,i,i,i,i,i,1.8,-3.3,4.4,i
C1CCN(c2nc(N3CCCCC3)nc(N3CCNCC3)n2)CC1,i,i,i,i,i,i,i,-0.3,3.4,-5.2,i
N#C/C(=C\c1cc2c(cc1Br)OCO2)C(=O)NCC1CCCO1 (centres undefined),i,i,i,i,i,i,i,0.7,0.3,12.5,i
Cc1cc(CNC(=O)C2(C(F)(F)F)CC(CCCO)CCCO2)nn1C (centres undefined),i,i,i,i,i,i,i,0.0,1.1,-4.7,i
Cc1[nH]nc2c1C(=O)CCC2,i,i,i,i,i,i,i,-0.7,-15.4,-21.4,i
Cc1ccc(C(=O)Oc2ccc(/C=C3\C(=N)N4N=C(N5CCOCC5)SC4=NC3=O)cc2)cc1,i,i,i,i,i,i,i,1.0,16.5,5.6,i
COc1cccc(/C=N/NC(=O)c2[nH]nc3c2CCc2ccccc2-3)c1,i,i,i,i,i,i,i,2.1,17.9,1.4,i
Cc1ccc(C)c(C(=O)CN2C(=O)c3ccccc3C2=O)c1,i,i,i,i,i,i,i,-0.4,14.9,2.4,i
COc1ccc(S(=O)(=O)NCCSC(C)(C)C)c(Cl)c1Cl,i,.,i,i,i,i,i,-0.2,0.1,-14.3,i
CSc1ccc(CNc2ncc(-c3cccc([N+](=O)[O-])c3)n2C)cc1,i,i,i,i,i,i,i,0.3,10.0,-1.8,i
C=CCc1ccc(OCC(O)CN2CCN(c3ccccc3)CC2)c(OC)c1 (centres undefined),i,i,i,i,i,i,i,-10.7,1.9,-0.6,i
O=C(CCN1CCOCC1)Nc1ccc(F)cc1,i,i,i,i,i,i,i,-0.2,1.9,6.0,i
Cc1cccc(N2CCN(C(=O)CCC(=O)N3CCOc4ccc(Cl)cc43)CC2C)c1 (centres undefined),i,i,i,i,i,i,i,-0.1,4.4,1.1,i
CC(=O)c1ccc(NC(=O)CSc2nc(Nc3ccccc3)nc(N3CCOCC3)n2)cc1,i,i,i,i,i,i,i,-0.4,7.8,8.4,i
CC(C)c1ccc(/C=C/c2[nH]c(=O)[nH]c(=O)c2[N+](=O)[O-])cc1,i,i,i,i,i,i,i,1.8,18.5,-1.1,i
COc1cccc(/C=C2/NC(=O)N(CC(=O)Nc3ccc(C)cc3)C2=O)c1OCc1cccc(C(=O)O)c1,i,i,i,i,i,i,i,-0.3,18.0,-7.2,i
COC(=O)C1CCN(CC(=O)Nc2sc3c(c2C#N)CCC3)CC1,i,i,i,i,i,i,i,-0.3,4.8,-6.9,i
COC(=O)COc1c(/C=C\c2nc(O)c([N+](=O)[O-])c(=O)[nH]2)cccc1OC,i,i,i,i,i,i,i,-0.2,5.4,8.0,i

Going on with the list:
structure,MrgX1 agonist,TRPC4 inh,MrgX1 antag,TRPC6 act,RGS4 block,RGS4 pot,MrgX1 PAM,HIF act,SKKanGAS inh,Platelet DG rel,TRPC6 inhibitor
O=C(NCCS(=O)(=O)N1CCCCCC1)c1ccccc1,i,i,i,i,i,i,i,-0.8,-6.5,22.5,i
Cc1nc2sc(C(c3ccco3)N3CCC4(CC3)OCCO4)c(O)n2n1 (centres undefined),i,i,i,i,i,i,i,-0.1,-6.5,0.6,i
Cc1ccc(C(=O)O)cc1NS(=O)(=O)c1ccc2ccccc2c1,i,i,i,i,i,i,i,0.6,4.8,-1.2,i
O=C(NNC(=O)c1ccccc1O)c1ccc(Cl)c(S(=O)(=O)N2CCc3ccccc32)c1,i,i,i,i,i,i,i,-24.9,44.3,2.4,i
COc1ccc(NC(=O)CC2Nc3cc(C)c(C)cc3NC2=O)c([N+](=O)[O-])c1 (centres undefined),i,i,i,i,i,i,i,0.4,12.5,5.6,i
O=C(OCCOc1ccc(Br)cc1)c1ccc(Cl)nc1,i,i,i,i,i,i,i,-1.6,-8.4,-1.2,i
O=C(C1=NN[C@@H]2C(=O)N(Cc3ccccc3)C(=O)[C@H]12)c1ccc([N+](=O)[O-])cc1,i,i,i,i,i,i,i,0.1,4.6,2.3,i
c1ccc(OCCCn2ccnc2)cc1,i,i,i,i,i,i,i,-1.1,1.2,-3.4,i
CSc1cc(C)c(OCC(=O)Nc2ccc(NC(C)=O)cc2)c(C)c1,i,i,i,i,i,i,i,-0.4,2.8,7.6,i
Cc1ccccc1NC(=O)c1cc[n+]([O-])cc1,i,i,i,i,i,i,i,0.2,3.3,10.8,i

Compound activity: PubChem BioAssay, several laboratories

Compounds as they come. About 6.1% of those tested had a hit in this group.
